All columns: NCI-60 one-dose screen, growth in % after 48 h at 10 µM unless noted; 100 = growth as untreated, 0 = no growth, -100 = all killed.
UO-31: UO-31 renal cancer; 81,000 compounds, 5.2% hits; AID 1794768
RXF 393: RXF 393 renal cancer cells. 77,000 compounds, 6.9% hits. AID 1794773
786-0: 786-0 renal cancer cells; 81,000 compounds, 5.1% hits; AID 1794775
SN12C: SN12C renal cancer cells. 81,000 compounds, 3.8% hits. AID 1794767
ACHN: ACHN renal cancer | AID 1794771 | 81,000 compounds, 4.9% hits
CAKI-1: CAKI-1 renal cancer; 75,000 compounds, 4.7% hits; AID 1794772
A498: A498 renal cancer cells. 76,000 compounds, 5.4% hits. AID 1794774
PC-3: PC-3 prostate cancer cells; 80,000 compounds, 3.9% hits
TK-10: TK-10 renal cancer cells; 81,000 compounds, 3.9% hits; AID 1794769
An asterisk follows results filed as active; / = not tested or not shown; & = joins results of further samples. How the source made its calls: active means growth percent below 10; inactive means the rest.

SMILES	UO-31	RXF 393	786-0	SN12C	ACHN	CAKI-1	A498	PC-3	TK-10
O=C1Nc2ccc(Cl)cc2/C1=N/c1n[nH]c(=S)s1	81	116	100	97	104	89	108	101	99
Cc1ccc(N2CCN(C3=C(Cl)C(=O)c4ncccc4C3=O)CC2)cc1	32	12	99	28	1.4*	44	111	63	133
Cc1nnc(NCc2cc(Cl)cc(Cl)c2O)nc1C	84	105	101	100	101	103	78	93	107
O=C(/C(=N/O)S(=O)(=O)c1ccccc1)c1cccs1	97	/	100	101	112	103	103	98	89
COc1ccc(/C=N/C2=C(C#N)C(c3ccccc3Cl)c3ccc4ccccc4c3O2)cc1 (configuration not stated)	64	91	105	91	84	56	72	89	117
CO[C@H](C(=O)[C@@H](O)[C@@H](C)O)[C@@H]1Cc2cc3cc(O[C@H]4C[C@@H](O[C@H]5C[C@@H](O)[C@H](O)C(C)O5)[C@H](O)C(C)(O)O4)cc(O)c3c(O)c2C(=O)[C@H]1O[C@H]1C[C@@H](O[C@H]2C[C@@H](O[C@H]3C[C@@H](OC)[C@H](O)C(C)O3)[C@@H](O)C(C)O2)[C@H](O)C(C)O1 (some centres not stated)	42	-35*	27	20	26	69	-31*	26	37
O=C(Nc1ccccc1)c1cc(-n2cnc([N+](=O)[O-])c2)cc(-n2cnc([N+](=O)[O-])c2)n1	92	-15*	102	103	100	/	114	89	112
N/C(=N\c1nc2ccccc2s1)NC(=O)Nc1ccccc1F	34	-1.6*	18	26	48	19	78	33	38
O=C(OCCOC(=O)c1ccccc1)c1ccccc1	93&97	112&107	115&96	105&114	113&101	110	101&92	111&92	106&108
NS(=O)(=O)c1ccc(NC(=O)CSc2ccc(-c3ccc(Cl)cc3)nn2)cc1	104	/	85	94	91	96	160	106	131
CCCCCN(/C=C\c1cc(Cl)ccc1OC)CCCCC	94	85	101	102	104	100	87	93	104
C#Cc1cccc(Nc2ncnc3cc(NC(=O)CCl)ccc23)c1	-91*	-86*	-79*	-78*	-96*	-82*	20	-65*	-91*
NC(=O)CNc1ccccc1O	80	102	102	94	97	/	71	67	122
Cc1cccc(Cc2cnc(NC(=O)c3cc(C)oc3C)s2)c1	50	76	60	81	43	27	76	64	53
O=[N+]([O-])c1ccc(Oc2ccc(-c3ccccc3)cc2)cc1	80	102	85	97	101	/	84	76	89
N#C/C(=C\c1cccc(C#N)c1)c1ccccc1	93	108	105	99	106	96	112	100	91
O=C1Nc2ccc(Br)cc2C12Oc1ccccc1C1CC(c3ccc(F)cc3)=NN12 (configuration not stated)	66	102	105	93	91	79	102	/	121
COc1cc(C=O)cc(CN2CCN(c3cc4c(cc3F)c(=O)c(C(=O)O)cn4C3CC3)CC2)c1O	75	88	97	106	101	88	103	97	95
O=C(Nc1ccc(C(=O)Nc2ccc(C3=NCCCN3)cc2)cc1)Nc1ccc(C2=NCCCN2)cc1	83	/	97	92	86	/	119	90	97
O=[N+]([O-])c1cnc(N2CCN(Cc3cccc(Cl)c3)CC2)nc1N1CCN(Cc2cccc(Cl)c2)CC1	65	100	90	88	96	69	116	/	96
N#Cc1ccc(-c2ccc(COc3ccc(CC4SC(=O)NC4=O)cc3)cc2)cc1 (configuration not stated)	48	98	83	74	52	48	100	54	86
CCCCc1ccc(NC(=O)Nc2sc3c(c2C#N)CCCC3)cc1	81	99	86	91	84	69	/	82	82
O=C(Nc1ccc(-c2nc3ccccc3c(=O)[nH]2)cc1)c1cccnc1	101	103	100	92	94	87	133	91	119
CNS(=O)(=O)Oc1ccc(NC(=O)C2CCCCC2)cc1	91	103	102	102	102	97	109	91	94
COC(=O)C[C@H](Nc1nc(N)nc(N(C)Cc2ccccc2)c1C=O)C(=O)OC	68	118	95	100	102	81	126	99	110
CN1C(=O)C(C2=NN(c3ccc(Cl)cc3)C(c3ccc(F)cc3)C2)C(=O)N(C)C1=O (configuration not stated)	91	114	99	96	83	/	95	93	145
CCOC(=O)C(c1ccccc1)C(C)N (configuration not stated)	93	115	107	101	103	120	83	98	112
O=C1Nc2c(sc3ccc(Cl)cc23)C(c2ccc3ccccc3c2)N1 (configuration not stated)	64	110	94	89	89	77	85	93	115
NC1=NNC(c2ccccc2O)N1C(Cc1c[nH]c2ccccc12)C(=O)O (configuration not stated)	67	110	106	97	98	/	95	90	159
COc1ccc(N2CCN(C(=O)Nc3ccc(S(N)(=O)=O)cc3)CC2)cc1	87	105	105	99	101	97	91	91	104
NC[C@H](O)c1ccc(O)c(O)c1	103	117	108	85	90	109	112	100	98
CC(=O)OC(C(=O)c1ccccc1)c1ccccc1 (configuration not stated)	76	103	100	95	101	92	96	89	95
NC(=S)N/N=C1/CCCCC12CCCC2	67	89	103	92	99	109	88	94	99
COCCCn1nnc2ccccc2c1=O	98	/	99	101	104	103	97	100	101
COc1ccc(CCN2C(=O)CCC3=C2CCCC3=O)cc1OC	82	113	108	101	100	109	103	97	114
OCCN(Cc1cc(C2CCCCC2)ccc1O)Cc1cc(C2CCCCC2)ccc1O	76	72	79	58	84	86	95	68	93
CNC(=O)c1cc(Oc2ccc3nc(NC(=O)c4ccc(C)c(C(F)(F)F)c4)sc3c2)ccn1	72	37	79	70	68	90	47	74	81
O=C1CS/C(=N/S(=O)(=O)c2ccc(NNc3c4ccccc4nc4ccccc34)cc2)N1C1CCCCC1	79	101	99	97	/	/	76	85	109
C#CCOC(=O)C(N)CS (configuration not stated)	83	106	106	87	99	100	128	91	107
CC1(c2cccc(N)c2)OCCO1	87	111	100	99	102	99	97	96	108
COc1ccc(C2c3c([nH]c(=S)[nH]c3=O)Nc3[nH]c(=S)[nH]c(=O)c32)cc1	96	102	105	107	111	/	105	95	92
Cc1ccc(/C=C/[C@H]2C[C@@H]2CCO)cc1	89	107	102	94	107	87	87	93	103
CCN1CCN(Cc2ccc(NC(=O)c3nc4ccc5[nH]ncc5c4c4c3CCCC4)cc2C(F)(F)F)CC1	-92*	-87*	-89*	-76*	-97*	-12*	93	20	-34*
Cc1ccccc1-n1c(C)nc2cc(N3C(=O)CSC3c3ccc(F)cc3)ccc2c1=O (configuration not stated)	88	133	120	99	98	99	106	87	115
COc1ccc(C(=O)Oc2ccc(Br)cc2)cc1	98	111	94	102	110	99	68	99	100
O=Cc1ccc(/C=C2/SC(=O)NC2=O)cc1	72	114	97	108	101	104	120	96	114
COc1ccc(CCN2CC(=O)NC(=O)C2)cc1OC	88	105	108	104	100	92	72	97	97
Nc1cccc(C(F)(F)F)c1	85	111	103	94	97	99	101	87	96
CCCCCCCCC(=O)N1CCCC1	92	103	99	107	104	99	108	97	98
O=C1/C(=C\c2cccc3nccnc23)SC(=S)N1CCc1ccc(O)cc1	62	107	95	85	97	79	105	84	121

Profiles, quoted from the list. Order of values: UO-31, RXF 393, 786-0, SN12C, ACHN, CAKI-1, A498, PC-3, TK-10
`CNC(=O)c1cc(Oc2ccc3nc(NC(=O)c4ccc(C)c(C(F)(F)F)c4)sc3c2)ccn1` is listed with 72, 37, 79, 70, 68, 90, 47, 74, 81
`NC[C@H](O)c1ccc(O)c(O)c1` is listed with 103, 117, 108, 85, 90, 109, 112, 100, 98
`O=C(Nc1ccc(-c2nc3ccccc3c(=O)[nH]2)cc1)c1cccnc1` is listed with 101, 103, 100, 92, 94, 87, 133, 91, 119

(more compounds)
SMILES	UO-31	RXF 393	786-0	SN12C	ACHN	CAKI-1	A498	PC-3	TK-10
Cc1cccc(C(O)c2cnc(C)n2Cc2ccccc2)c1 (configuration not stated)	89	89	107	102	111	87	/	96	126
CN(c1ccc(C2=NCCN2)cc1)S(=O)(=O)c1cccc(S(=O)(=O)N(C)c2ccc(C3=NCCN3)cc2)c1	94	108	103	107	113	/	87	100	101
O=c1cc(Cn2cnc3c(NCc4ccco4)ncnc32)c2cc(Br)ccc2o1	95	126	98	104	104	103	107	101	94
O=C1/C(=C/c2cc(-c3ccc4c(c3)OCO4)n[nH]2)Cc2ccccc21	66	121	101	91	99	82	111	83	134
OCC[C@@H]1C[C@@H]1c1cc2ccccc2s1	81	112	100	93	104	85	90	96	89
COc1cccc(CNc2ncnc3c2ncn3C2OC(CO)C(O)C2O)c1O (configuration not stated)	7.7*	-13*	7.2*	-3.6*	-14*	-2.2*	-0.5*	16	6.4*
c1nc(SCC2CO2)c2ncn(CC3CO3)c2n1 (configuration not stated)	80	122	96	99	98	94	104	93	103
Cc1ccc(-c2csc(NC(=O)CN3CCN(c4cc(=O)n(-c5ccccc5)c5ccccc45)CC3)n2)cc1	73	87	90	87	85	98	81	77	100
Cc1ccc(/C=C2/SC(=S)N(CC(=O)Nc3ncc(Cc4ccc(C)cc4)s3)C2=O)cc1	83	105	102	97	99	93	107	/	103
CC(C)c1ccc(Cc2cnc(NC(=O)c3cc(Br)cs3)s2)cc1	55	-5.1*	31	50	42	31	19	27	47

Compounds shown so far with a cyano group:
SMILES	UO-31	RXF 393	786-0	SN12C	ACHN	CAKI-1	A498	PC-3	TK-10
COc1ccc(/C=N/C2=C(C#N)C(c3ccccc3Cl)c3ccc4ccccc4c3O2)cc1 (configuration not stated)	64	91	105	91	84	56	72	89	117
N#C/C(=C\c1cccc(C#N)c1)c1ccccc1	93	108	105	99	106	96	112	100	91
N#Cc1ccc(-c2ccc(COc3ccc(CC4SC(=O)NC4=O)cc3)cc2)cc1 (configuration not stated)	48	98	83	74	52	48	100	54	86
CCCCc1ccc(NC(=O)Nc2sc3c(c2C#N)CCCC3)cc1	81	99	86	91	84	69	/	82	82

Later entries
SMILES	UO-31	RXF 393	786-0	SN12C	ACHN	CAKI-1	A498	PC-3	TK-10
Cc1cc(=O)oc2cc(OCC(O)CNN3C(=O)c4cccc5c(N6CCOCC6)ccc(c45)C3=O)ccc12 (configuration not stated)	79	109	96	95	101	99	109	106	98
O=S(=O)(O)c1cccc2cnccc12	87	105	110	89	104	89	94	87	113
CCOC(=O)C1=C(C)N=C2SC=C(c3ccc(F)cc3)N2[C@H]1c1cn(-c2ccccc2)nc1-c1ccc(Cl)cc1	85	97	88	99	101	84	90	81	94
Cc1ccc(/C=C2\SC(N3CCCCC3)=NC2=O)s1	81	113	80	87	108	99	/	73	107
Nc1nc(SCc2ccccc2[N+](=O)[O-])c2ncn(Cc3ccccc3)c2n1	64	95	86	83	83	79	82	91	89
CC(C)Cc1cccc(C(C)C)c1NC(=O)CCC(=O)N/N=C1\C(=N/NC(=O)CCC(=O)Nc2c(C(C)C)cccc2C(C)C)C(c2ccc3c(c2)OCO3)Oc2ccccc21 (configuration not stated)	67	79	102	83	96	98	74	76	149
Cc1nc2cc(Cc3ccccc3)ccc2o1	81	120	92	97	111	110	116	108	96
Cc1ccc(CC(N)(C(=O)O)c2ccccc2)cc1 (configuration not stated)	97	108	104	95	109	112	144	/	96
Cc1c(NCc2nnc3n(Cc4ccccc4)c(=O)c4c5c(sc4n23)CCCC5)c(=O)n(-c2ccccc2)n1C	71	85	72	96	96	78	75	/	93

From PubChem
